Compound activity from PubChem.
HTR5A ag ctr = HTR5A agonists in luminescence cell assay, primary screen, counter-screen for OPRM1-OPRD1 heterodimer agonist project, full-deck HTS. cell-based. activation, % at 9.3 µM. 0.61% of 340,000 active. AID 504692, 2011; in the data active = activation mostly above about 9.5%, no sharp cut-off; inactive = mostly below about 7.6%;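 note: 0% = cells with vehicle only and 100% = reference agonist; strong numbers were not always called active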
MOR-DOR inv ag = inverse agonists of MOR-DOR heterodimerization, primary screen, cell-based, luminescence | Mu-type opioid receptor (Homo sapiens) + Delta-type opioid receptor (Homo sapiens), … | cell-based MOR-DOR heterodimer luminescence, inverse agonism | inhibition, % at 9.3 µM | 0.21% of 340,000 active | AID 504357, 2011; in the data active = inhibition above about 22%, passing the limit was not always enough;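 note: 0% = cells with DMSO and 100% = wells without cells with DMSO; values of inactives mirror those of a sister screen read the other way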
PfHsp90 set2 = growth inhibition of PfHsp90-expressing yeast, primary screen, antimalarial PfHsp90 inhibitor project, S. cerevisiae, BacTiter-Glo luminescence, single point, set 2; BacTiter-Glo ATP, 48 h; yeast lacking PDR1 and PDR3 efflux regulators; inhibition, % at 9.4 µM; 0.32% of 310,000 active; AID 504621, 2011;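 active = every replicate shows inhibition above about 80%, whatever the replicate mean, limit read from the data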;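 note: 0% = DMSO neutral controls and 100% = 20 µM radicicol positive controls; yeast relying on Plasmodium falciparum Hsp90 in place of its own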
AddAB inh = growth inhibition of E. coli expressing H. pylori AddAB, primary screen, AddAB inhibitor project, absorbance; inhibition, % at 11.9 µM; 0.29% of 330,000 active; AID 435030, 2010; in the data active = inhibition above about 12%;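 note: 0% = vehicle wells of infected cells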
DSG3 Ab inh = inhibitors of pemphigus antibody binding to DSG3, primary screen, biochemical, bead-based, flow cytometry, scFv-GFP; DSG3-coupled beads, scFv-anti-DSG3-GFP binding; hits give low values; binding (percent of control), % at 10 µM; 0.48% of 310,000 active;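 active = binding more than 3 SD below its plate's average and above zero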;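 note: hits lower antibody fragment binding to DSG3; some compounds called inactive have numbers as strong as hits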
Target sequence (P32926 whole entry, looked up, the tested form may be a part): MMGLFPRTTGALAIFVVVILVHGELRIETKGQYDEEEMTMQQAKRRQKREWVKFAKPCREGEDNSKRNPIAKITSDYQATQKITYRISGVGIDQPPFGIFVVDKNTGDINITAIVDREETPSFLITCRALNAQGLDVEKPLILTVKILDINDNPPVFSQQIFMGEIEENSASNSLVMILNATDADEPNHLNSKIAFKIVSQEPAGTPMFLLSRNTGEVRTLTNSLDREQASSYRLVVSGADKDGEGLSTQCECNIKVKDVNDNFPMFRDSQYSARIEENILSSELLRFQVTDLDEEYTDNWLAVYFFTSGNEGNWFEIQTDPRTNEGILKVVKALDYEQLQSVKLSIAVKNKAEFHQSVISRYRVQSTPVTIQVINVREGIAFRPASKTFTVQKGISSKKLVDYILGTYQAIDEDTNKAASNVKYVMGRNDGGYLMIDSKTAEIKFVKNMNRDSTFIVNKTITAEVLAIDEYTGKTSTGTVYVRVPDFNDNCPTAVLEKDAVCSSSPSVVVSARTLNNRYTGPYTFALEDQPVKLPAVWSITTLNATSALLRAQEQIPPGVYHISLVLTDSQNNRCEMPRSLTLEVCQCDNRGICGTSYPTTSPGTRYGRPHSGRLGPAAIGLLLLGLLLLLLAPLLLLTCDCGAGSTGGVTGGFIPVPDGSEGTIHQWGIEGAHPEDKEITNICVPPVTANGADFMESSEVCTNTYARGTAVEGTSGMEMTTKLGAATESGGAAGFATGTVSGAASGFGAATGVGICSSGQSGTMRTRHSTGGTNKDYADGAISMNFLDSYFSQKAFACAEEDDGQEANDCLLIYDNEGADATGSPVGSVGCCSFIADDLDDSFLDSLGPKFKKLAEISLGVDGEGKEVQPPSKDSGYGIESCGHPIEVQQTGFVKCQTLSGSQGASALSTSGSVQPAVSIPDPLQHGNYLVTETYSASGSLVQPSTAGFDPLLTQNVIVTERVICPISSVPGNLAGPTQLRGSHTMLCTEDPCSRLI
PKA-R1A activ = activators of PKA-R1A holoenzyme, primary screen, biochemical, fluorescence polarization, Cy5-IP20, bovine R1A, mouse PKAc; 0.083% of 340,000 active; cAMP-dependent protein kinase type I-alpha regulatory subunit (Bos taurus) + …; PKA-R1A dissociation; scaled: DMSO 0%, 113 µM cGMP 100%; AID 504707, 2011; activation, % at 11.4 µM;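 active = percent activation above the mean of all tested compounds plus 3 SD, cut at about 19% in these data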;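 note: higher means more PKAc released from R1A so a rise in polarization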
phage Ecoli inh = growth loss of phage-infected E. coli, primary screen, RecBCD inhibitor project, absorbance, with phage, HTS; inhibition, % at 11.9 µM; 0.26% of 360,000 active; AID 651602, 2012; in the data active = inhibition above about 11%
Ecoli viability = E. coli V3065 growth inhibition, primary screen, counter-screen for AddAB inhibitor project, absorbance, OD600 | 18 h | inhibition, % at 11.9 µM | 0.27% of 330,000 active | AID 449728, 2010;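 active = inhibition above the campaign's mean inhibition across all tested compounds plus 3 SD, cut at about 9.9% in these data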;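 note: uninfected addAB+ strain grown without phage in ampicillin broth; 0% = DMSO wells and 100% = ciprofloxacin 0.95 µg/ml wells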
HTR5A inv ctr = HTR5A inverse agonists in luminescence cell assay, primary screen, counter-screen for OPRM1-OPRD1 heterodimer inverse agonist project, full-deck HTS. HTR5A cell line, inverse agonism. 0.083% of 340,000 active. inhibition, % at 9.3 µM. AID 504634, 2011. 5-hydroxytryptamine receptor 5A (Homo sapiens), P47898; in the data active = inhibition mostly above about 23%, no sharp cut-off; inactive = mostly below about 18%;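 note: 0% = cells with DMSO and 100% = no-cell wells with DMSO; some compounds called inactive have numbers as strong as hits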
Mot1-301 SUMO = yeast Mot1-301 growth rescue at high temperature, primary screen, SUMOylation pathway inhibitor project, S. cerevisiae, ATP luminescence, 38.5C; S. cerevisiae Mot1-301 growth rescue; percent above DMSO median, 100 means doubled; growth rescue, % at 18.8 µM; 1% of 320,000 active; AID 2716, 2010;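 active = every valid replicate shows activation above 250% relative to neutral control wells; inactive = the rest, any valid replicate at or below 250%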;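 note: OY570 slx delta 5 strain wells were the positive control but not used for scaling; some compounds called inactive have numbers as strong as hits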
MOR-DOR ag = agonists of OPRM1-OPRD1 heterodimerization, primary screen, cell-based, luminescence; Mu-type opioid receptor (Homo sapiens) + Delta-type opioid receptor (Homo sapiens), …; cells; activation, % at 9.3 µM; 0.3% of 340,000 active; AID 504326, 2011; in the data active = activation above about 18%;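 note: 0% = vehicle-treated cells and 100% = reference agonist; values of inactives mirror those of a sister screen read the other way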
Starred values were filed as active, the others as inactive; · = not tested or not shown. Random draw from the library. Share with any hit: about 3.2%.

SMILES	HTR5A ag ctr	MOR-DOR inv ag	PfHsp90 set2	AddAB inh	DSG3 Ab inh	PKA-R1A activ	phage Ecoli inh	Ecoli viability	HTR5A inv ctr	Mot1-301 SUMO	MOR-DOR ag
CC(CCc1ccccc1)NC(=O)c1ccc(Br)o1 (stereo not given)	3	15	8	2.5	·	-14	2.2	-0.8	-7	6	-2.5
Cc1cccc(N2CCN(C(=S)Nc3ccc4nc(N5CCN(C)CC5)cc(C)c4c3)CC2)c1C	-1	4	-2	·	114	-5	2.4	·	4	·	-0.8
CN(C)C(=O)CCCc1nc(-c2ccc(Cl)cc2)no1	9	3	-2	2.0	101	-8	1.7	-0.8	9	-5	-0.6
COc1cccc(C(=O)NCCS(=O)(=O)NCCc2ccc(OC)c(OC)c2)c1	7	12	-14	0.4	110	0	-0.4	0.6	-17	-15	-2.2
CSc1ncc(C(=O)Nc2ccc(C)cc2C)c(C)n1	0	10	2	1.7	93	-9	0.4	-3.3	0	-27	-1.8
CCC(OC(=O)C1=Cc2ccccc2OC1)C(=O)NC1CCCC1 (stereo not given)	1	-2	6	2.0	106	2	2.3	0.7	-7	5	0.4
CCN(CC)CCNC(=O)c1ccc(NC(=O)c2ccc(S(=O)(=O)N(C)c3ccccc3OC)cc2)cc1	1	6	-1	·	112	7	1.0	·	-4	·	-1.6
Cc1cc(NC(=O)Nc2ccc(C)c(C)c2)no1	-4	-2	3	5.9	103	-11	5.5	-3.0	-14	-12	0.3
CCOC(=O)c1oc2ccccc2c1CN1CCOCC1	-1	15	19	2.1	102	-13	0.7	3.2	32	9	-3.0
CSCCC(NS(=O)(=O)c1ccc2c(c1)oc(=O)n2C)C(=O)NC1CCCc2ccccc21 (stereo not given)	1	-2	-15	0.2	108	-2	1.9	-2.2	-14	8	0.4
CCN(CC)S(=O)(=O)c1ccc(NC(=S)NC(=O)C(C)C)cc1	-1	11	10	1.0	104	16	2.7	0.6	-2	-12	-2.2
CN(C(=O)c1cnc2n(c1=O)CCS2)C1CCCCC1	9	-9	13	-3.8	100	-10	3.0	-1.0	-19	208	1.7
CCC(C(=O)NCCCN1CCN(CC)CC1)n1nc(C)n2c(cc3occc32)c1=O (stereo not given)	-1	7	-14	2.3	100	-3	2.1	0.3	-9	-4	-1.3
O=C(CCS(=O)(=O)c1ccc(Cl)cc1)N1CCN(c2ccccc2F)CC1	1	8	-5	0.4	101	-1	3.1	0.9	7	186	-1.4
CCN(Cc1ccccc1)S(=O)(=O)c1ccc(S(=O)(=O)N2CCN(C)CC2)cc1	3	7	8	3.5	87	8	-0.9	0.4	-30	14	-1.2
CCc1[nH]c(=O)[nH]c1C(C)S(=O)(=O)c1ccc(C)cc1 (stereo not given)	4	0	9	5.3	93	6	3.8	2.1	-11	20	0.0
COc1ccc(CNC(=O)C2CCN(c3nccs3)CC2)cc1	0	2	4	-0.5	100	13	2.7	-0.9	10	-18	-0.4
CCCN1Cc2cccc(C(=O)NC(C)c3cccs3)c2C1=O (stereo not given)	-1	16	·	1.6	79	-9	1.9	-2.0	-43	2	-2.9
c1ccc(-c2ccc(C3=Nn4c(nnc4-c4cc(-c5ccccc5)n[nH]4)SC3)cc2)cc1	1	-14	-1	0.2	92	1	-0.9	-1.2	-31	29	2.6
CCCCNC(=O)c1ccccc1C(=O)NCCCC	-3	11	·	2.8	·	2	3.5	-1.3	-26	3	-2.1
Cc1nc(SCc2nc3ccc(C(F)(F)F)cc3[nH]2)c2oc3ccccc3c2n1	7	-13	-2	1.6	104	1	3.3	0.0	-13	-17	2.3
C[C@H]1CN=C(N(C)C)N1CC1CCCC1	-1	10	-16	3.0	104	-3	2.8	0.8	2	64	-1.8
COc1ccc(OC)c(CCNC(=O)CN2C(=O)CC(C)(C)S(=O)(=O)c3ccccc32)c1	0	7	·	4.2	105	0	-0.8	1.2	0	-6	-1.4
CON/C=C(\C=Nc1ccccc1)c1ncc(C(F)(F)F)cc1Cl	0	6	·	4.6	99	0	3.4	-1.8	8	-23	-1.1
COCCCn1cnc2oc3nc4ccccc4nc3c2c1=O	-1	5	0	-0.2	98	4	4.4	1.5	3	334	-0.8
CSc1nc(-c2ccccc2)c2cc(Cl)ccc2n1	-3	-25	21	-1.6	109	5	2.9	-0.4	7	17	3.6
CCc1nn(CC(=O)NCCCN2CCN(CC)CC2)c(=O)c2cc3occc3n12	0	4	-11	2.4	101	9	4.0	-1.3	-14	-5	-0.9
CCOC(=O)N1CCC(NCc2c(C(=O)N(C)Cc3ccccc3)nc3ccccn23)CC1	0	-9	21	0.7	110	-11	3.4	-1.8	0	1	1.3
O=C(Cn1[nH]c(=O)c2ccccc2c1=O)N1CCN(S(=O)(=O)c2ccc(Cl)cc2)CC1	1	9	-20	3.0	97	-6	2.5	1.2	-2	-2	-2.1
CC(=O)c1c(C)[nH]c(C(=O)CSc2ccc(F)cc2)c1C	0	-20	6	-0.6	93	-21	1.7	-2.1	6	186	3.9
Cc1cc2nc(C)n(CCCN)c2cc1C	-4	20	·	-1.4	100	-2	2.3	-1.7	9	157	-4.2
Cc1nn(C(C)C(=O)NCc2cccs2)c(=O)c2nn(-c3ccccc3)c(C)c12 (stereo not given)	4	18	-9	2.9	101	0	1.1	-0.6	24	-1	-3.4
CCCCNC1=CC(=O)C(=O)c2ccccc21	4	-16	-10	29*	99	-3	21*	25*	-10	·	3.4
COc1ccc(N2CC(C(=O)Nc3nc(-c4ccccc4)c(C(C)=O)s3)CC2=O)c(OC)c1 (stereo not given)	0	-25	10	3.9	·	-19	-2.5	-0.2	1	1	3.7
COc1ccc(S(=O)(=O)N2CCC(C(=O)N3CCCC3)CC2)cc1Cl	5	5	8	-3.9	115	-3	2.5	-0.2	-9	-6	-0.8
Cc1ccc2c(Cl)c(C(=O)NCCc3ccccc3)sc2c1	2	-21	5	2.9	106	-6	-0.7	0.0	-8	-1	4.1
CC(C)Sc1nc2[nH]ncc2c(=O)[nH]1	2	3	·	2.7	86	-7	6.3	0.5	10	-8	-0.5
CCOc1ccc(C(C)NC(=O)c2ccccc2F)cc1 (stereo not given)	0	8	3	2.8	102	-2	4.5	0.3	5	9	-1.5
COc1ccccc1/C=N/NC(=O)C(NC(=O)c1ccccc1)=C(C)C	-1	4	·	5.0	102	-4	2.5	1.0	6	-38	-0.8
CSCCC(NC(=O)c1ccc(=O)n(C)n1)c1nc2ccccc2[nH]1 (stereo not given)	0	8	-9	-3.7	·	6	-0.7	-2.6	4	-8	-1.3
COc1ccc(Br)cc1S(=O)(=O)N1CCN=C1c1ccccc1	-2	1	29	·	104	-6	-0.6	·	-18	-10	-0.2
Cc1ccc(CC2CC(=O)N(c3cc(Cl)ccn3)C2=O)cc1 (stereo not given)	0	4	-14	-0.3	113	-11	1.5	3.0	-20	-1	-0.9
CCOC(=O)c1[nH]c(C)c(C(=O)OCC(=O)Nc2sc3c(c2C#N)CCCCC3)c1C	0	13	22	3.2	101	-2	-0.4	1.0	-1	-14	-2.5
CCc1ccc(OC(C)C(=O)Nc2ccc(S(=O)(=O)Nc3cc(C)on3)cc2)cc1 (stereo not given)	2	-11	1	4.1	99	-7	1.5	-2.3	-6	166	1.3
O=C1NC2(CCCCC2)C(=O)N1Cc1cccc(C(F)(F)F)c1	2	-4	-3	2.4	106	-8	1.1	1.3	-13	·	0.8
CSc1ccc(CCNC(=O)c2nn(C)c3c2CS(=O)(=O)c2ccccc2-3)cc1	1	13	-25	0.9	·	1	-0.2	-0.2	0	0	-2.5
O=C(COC(=O)c1ccc(OC(F)F)cc1)NCc1cccs1	-2	4	16	1.7	106	0	3.8	1.6	4	15	-1.0
CC(C)OCCCNC(=O)c1ccc(CS(=O)(=O)Cc2ccccc2F)o1	-2	2	-2	1.6	94	6	2.4	-0.6	16	-25	-0.5
CC(C)c1ccc(C(=O)NN2C(=O)C3CCCCC3C2=O)cc1 (stereo not given)	2	4	-12	2.8	95	-1	2.2	-3.3	-6	-1	-0.8
CC1=C(C)CC(C(=O)c2ccccc2)C(C(=O)O)C1 (stereo not given)	-1	1	-11	-1.3	99	-5	1.1	-1.7	-17	-3	-0.1
COc1ccccc1NC(=O)C(C/C=C(/C)Cl)C(C)=O (stereo not given)	-3	4	3	-1.1	·	-7	2.8	-3.3	-23	-14	-0.8
Cc1ccc(C)c(SCC(=O)OCC(=O)NCc2ccccc2)c1	3	6	15	0.0	94	0	3.6	1.8	-9	-8	-0.9
Cc1sc2ncnc(N3CCC(C(=O)N(C)CC(=O)Nc4ccccc4Br)CC3)c2c1C	6	-4	-6	0.7	104	-9	1.2	1.6	6	11	0.8
Cc1cccc(N2C(=O)CC(N3CCC(c4nc5ccccc5[nH]4)CC3)C2=O)c1 (stereo not given)	-3	2	-4	1.7	·	0	-0.2	2.8	1	-9	-0.3
O=C(c1ccc(Br)o1)N1CCN(C/C=C/c2ccccc2)CC1	-3	1	·	-0.6	·	-9	1.7	-0.5	16	23	-0.1
Nc1nnc(SCc2ccccc2F)s1	-1	-5	-23	3.5	102	-1	0.0	7.9	2	6	0.9
O=C(COC(=O)c1ccccc1NCCO)Nc1cccc(S(=O)(=O)NC2=NCCCCC2)c1	-2	16	·	-0.5	101	-8	2.3	-1.2	6	18	-3.0
O=C(OCc1cc(=O)n2ccsc2n1)c1ccc(OC(F)F)cc1	2	-2	·	·	106	-5	3.7	·	-12	·	0.2
CN1CCc2c(sc(/N=C/c3cc(C(C)(C)C)ccc3O)c2C#N)C1	5	0	13	-0.3	110	-4	2.4	1.9	-15	-27	0.0
Cc1ccccc1S(=O)(=O)N1C[C@H]2CON(C)[C@H]2C[C@H]1c1cccc(-c2ccccc2)c1	-1	2	7	·	100	5	1.2	·	4	·	-0.3
O=C(COC(=O)Cn1cnc2ccccc2c1=O)NCCC1=CCCCC1	8	-7	6	2.3	85	-9	2.6	0.7	-75	31	1.4
CC(C)(CO)NCC(O)COc1ccc2c(c1)CCC2 (stereo not given)	-1	10	-3	1.0	107	-4	3.8	0.8	15	-25	-1.9
